Hsp70 displacement: Hsp70 inhibitors, probe displacement, primary screen, biochemical, fluorescence polarization (AID 583); Hsp70 fluorescence polarization probe displacement, mP; higher % means a stronger effect; displacement, % at 20 µM, or IC50 in µM where a hit was titrated; 0.06% of 140,000 active; in the data active = displacement above about 50%;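 also: plate controls were vehicle for no effect and reference ligand for full effect; a part of the inactive calls stands beside numbers as strong as those of hits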
Rat MKP-3 inhibitors: inhibition of rat DUSP6 enzyme activity – biochemical, in vitro, primary screen (AID 425). recombinant MKP-3 phosphatase activity, fluorescence; higher % means a stronger effect. inhibition, % at 20 µM; hits with a dose series show IC50 in µM. 0.17% of 110,000 active; in the data active = inhibition above about 50%;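 also: plate controls were vehicle for no effect and reference inhibitor for full effect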
* marks the source's active call; other numbers are inactive results; . = not tested or not shown; & = joins results of further samples.

Hsp70 displacement,Rat MKP-3 inhibitors,molecule
2.7%,-9.0%,CCn1cnc2sc(-c3ccccc3)cc2c1=O
-1.6%&-3.8%,-7.0%&1.5%,CCOC(=O)CSc1nccc(N(C)C)c1C#N
-6.0%,-6.0%,Cn1c(C(=O)NCCCN2CCN(c3ccccc3F)CC2)cc2c(=O)n(C)c3ccccc3c21
-2.0%,20.4%,C=CCn1c2ccccc2c2nnc(SCC(=O)Nc3sc4c(c3C#N)CCCC4)nc21
-4.0%,3.4%,COc1ccc(/C=C(\NC(=O)c2ccc(Cl)cc2)C(=O)NCC2CCCO2)cc1OC (configuration not stated)
-5.0%,-2.7%,O=C(CSc1nnnn1-c1ccc2c(c1)OCO2)NCc1ccccc1
-1.6%,.,CC(C)CCNC(=O)Nc1ccc2c(c1)N(C)C(=O)CS2
6.6%,-5.8%,CC(C)CCOc1ccc(C(=O)O)cc1
2.3%,-0.7%,CCC/C(O)=C1\C(=O)CC(C)(C)CC1=Nc1cccc2ccccc12
6.3%,-12.3%,COc1ccc2c(c1)-c1ccccc1S(=O)(=O)N2C(C)=O
0.2%,-8.6%,COc1ccccc1N1CCN(CC(O)c2ccc3cc[nH]c3c2)CC1 (configuration not stated)
-0.9%,1.1%,Clc1ccc(C=NN2CCN(Cc3ccccc3)CC2)cc1
.,2.4%,COc1ccc(C(=O)Nc2cc(OC)cc(OC)c2)cc1
1.1%,-5.9%,Cc1ccc2nc(-c3ccccn3)oc2c1
-3.7%,-15.5%,CC(=O)Nc1ccc(S(=O)(=O)N2CCCCC2c2cccnc2)cc1 (configuration not stated)
-3.8%,0.3%,COc1cccc(C2C(C(C)=O)=C(O)C(=O)N2CC2CCCO2)c1 (configuration not stated)
-2.9%,-4.6%,C/C(=N\O)C(=O)NCCCNCCCN(C)C
1.8%,1.3%,O=C(N/N=C/c1ccccc1[N+](=O)[O-])/C(=C\c1ccc2c(c1)OCO2)NC(=O)c1ccccc1
-0.2%,-11.1%,Cc1nnc(NCCN2CCOCC2)[nH]c1=O
2.2%,-0.1%,O=C(c1cc(Cl)ccc1Cl)N1CCN(c2ccc(F)cc2)CC1
2.7%,-12.7%,Cc1cc2n(n1)C(c1ccsc1)Nc1ccccc1-2 (configuration not stated)
-3.5%,-0.7%,COCCNC(=O)/C(=C\c1ccc(OC)cc1)NC(=O)c1ccc(C)cc1
-2.7%,-2.3%,Cc1c(NC(=O)c2cnn3cccnc23)c(=O)n(-c2ccccc2)n1C
1.1%,8.9%,CCN(CC)C(=O)CSc1nc2ncccc2[nH]1
-3.3%,-3.6%,CC(=O)Nc1ccc(NC(=O)c2oc3cc(C)c(C)cc3c2C)cc1
-3.3%,.,O=C(O)C1C2C=CC(C2)C1C(=O)NC(c1ccccc1)c1ccccc1 (configuration not stated)
-1.6%&2.0%,2.3%,COc1ccc(CCNS(=O)(=O)c2ccc(OC)cc2)cc1
1.5%,-2.1%,COc1ccc2oc(=O)c(C(=O)Nc3ccc(C)cc3C)cc2c1
4.0%,2.4%,CCCCOc1ccc(/C=c2\sc3ncnn3c2=O)cc1
-2.1%,3.6%,O=C1CC(c2ccccc2)Sc2nc3ccccc3n21 (configuration not stated)
-1.5%,-2.4%,CCOC(=O)c1ccc(S(=O)(=O)N2CCN(CCC#N)CC2)cc1
3.9%,1.7%,CCOC(=O)CNC(=O)CSc1nnc(-c2ccco2)n1N
-2.6%,.,COc1nc(Oc2ccc(C(=O)O)cc2)nc(Oc2ccc(C(=O)O)cc2)n1
-0.9%,0.7%,CC(=O)Nc1nnc(-c2ccccc2)o1
0.8%,.,CCC(=O)N1CCN(c2nc3ccccc3s2)CC1
0.2%,-10.9%,COCc1cc(=O)[nH]c(Nc2nc3ccccc3o2)n1
1.4%,-0.5%,CCN(CC)C(=O)C1CCN(S(=O)(=O)c2ccc3oc4ccccc4c3c2)CC1
6.3%,-1.9%,COc1ccc(S(=O)(=O)N(C)CC(=O)Nc2ccccc2OC)cc1C
0.7%,-15.4%,Cc1ccc2oc(C(=O)NCc3ccc4c(c3)OCO4)c(C)c2c1
-1.8%,12.4%,CCOc1ccc(N2C(=O)/C(=C/c3ccc(-c4cc([N+](=O)[O-])ccc4Cl)o3)C(=O)NC2=S)cc1
2.5%,.,CC(/C=N/N1CCN(c2ccccc2)CC1)=C\c1ccco1
1.0%,-4.2%,CCN=c1sc(C(=O)NCCc2ccccc2)cc(=O)n1CC
-1.0%,0.1%,O=C(Nc1nnc(-c2ccc(F)cc2)s1)c1ccc(Cl)cc1Cl
1.9%,4.1%,COc1ccc(C(=O)Nc2ccc([N+](=O)[O-])cc2C)cc1
-1.6%,-7.5%,Cn1cccc1Cc1nnc(SCC(=O)N2CCCC2)n1CCc1ccccc1
-2.7%,-3.5%,CC(NC(=O)C1CCCCC1)C(c1cccs1)N1CCOCC1 (configuration not stated)
5.8%,3.8%,COc1ccc(NC(=O)c2cncc(Br)c2)c(S(=O)(=O)N2CCOCC2)c1
-2.7%,-6.2%,CN(C)c1ccc(C(=S)NCc2ccco2)cc1
3.9%,-12.0%,Cc1cccc(-c2c3c(=O)n(C)c(=O)n(C)c3cn2-c2ccccc2O)c1
-7.0%,-7.9%,O=C1CC(NCc2ccc3c(c2)OCO3)C(=O)N1CCc1ccccc1 (configuration not stated)
-3.2%,6.6%,CN(C)c1ccc(C2=NOC(CN3C(=O)c4ccccc4S3(=O)=O)C2)cc1 (configuration not stated)
6.4%,.,CC(C)(C)c1cc(NCCCn2ccnc2)n2ncc(-c3ccc(Cl)cc3)c2n1
-4.6%,4.8%,Cc1c(Cl)c(C(F)(F)F)nn1CC(=O)Nc1ccccc1C(F)(F)F
-0.1%&1.0%,-4.3%&2.7%,CC(C)C(=O)Nc1ccc(Nc2ccccc2)cc1
0.8%,3.4%,O=C(COc1ccc(Br)cc1)Nc1ccc(N2CCCCC2)c(Cl)c1
-1.1%,-3.1%,CC1(C)C(=O)Nc2ccccc2N1C(=O)COC(=O)Cn1cnc2ccccc2c1=O
2.2%&2.0%,-4.1%&0.5%,COc1cccc(OCCn2ccnc2)c1
3.1%,2.2%,O=C1C(=O)N(Cc2ccccc2)C(c2cccc(F)c2)/C1=C(/O)c1ccccc1 (configuration not stated)
3.3%,-3.1%,Cc1ccc(-c2csc3nnc(SCC(=O)Nc4nsc(-c5ccccc5)n4)n23)cc1
-0.9%,.,O=C(NC(C(=O)NCCN1CCOCC1)C12CC3CC(CC(C3)C1)C2)C1CCCCC1 (configuration not stated)

More structures.
Hsp70 displacement,Rat MKP-3 inhibitors,molecule
4.5%,.,COc1cc(NC(=O)c2ccccc2)c(OC)cc1NC(=O)CN1CCCCC1
-1.1%,-0.4%,CCCCOc1ccc(C(=O)NCc2ccccc2F)cc1
1.0%&2.1%&2.0%,3.4%,OC(COc1cccc(OCC(O)CN2CCOCC2)c1)CN1CCOCC1 (configuration not stated)
1.2%,1.8%,COc1ccc(C2/C(=C(/O)c3ccccc3)C(=O)C(=O)N2Cc2ccccc2)c(OC)c1 (configuration not stated)
5.6%,.,Cc1cc(NC(=O)CSc2ccc3ccccc3c2)no1
-1.7%,-8.2%,CCOCCn1c(CN(C)Cc2ccccc2)nc2c1c(=O)n(C)c(=O)n2C
0.2%,-6.4%,Cc1ccc(OCC(=O)Nc2cc(-c3nn4c(C)nnc4s3)ccc2C)cc1
4.5%,-9.5%,Cc1cc2ccccc2n1CCNC(=O)C(C)C
1.5%,-0.6%,Cn1c(NCc2ccco2)nc2c1c(=O)n(Cc1ccc(Cl)cc1Cl)c(=O)n2C
-7.0%,-4.6%,Cn1c(=O)c(=O)n(C)c2cc(S(=O)(=O)NCCc3ccccc3)ccc21
4.0%,-0.1%,COc1ccc(-c2c3c(=O)n(C)c(=O)n(C)c3cn2C2CCCCC2)cc1
0.4%,-7.0%,Cc1[nH]nc2c1C(CCc1ccccc1)C(C#N)=C(N)O2 (configuration not stated)
1.5%,-8.0%,COc1ccccc1NC(=O)N1CCc2[nH]c3ccc(Cl)cc3c2C1
3.1%&1.7%,4.8%,COc1cc(NC(=O)C2CCCCC2)c2ncccc2c1
3.2%,5.9%,CCOc1cc(/C=N/n2cnnc2)ccc1OCCOc1ccccc1C
-2.8%,2.8%,CC(=O)OCCNC(=O)/C(=C\c1ccc2c(c1)OCO2)NC(=O)c1ccco1
-0.3%,4.2%,CSCCC(NC(=O)c1cc(CC(C)C)oc1C)C(=O)O (configuration not stated)
-3.8%,2.0%,O=C(CSc1n[nH]c(=O)[nH]c1=O)N/N=C/C=C\c1ccccc1
-0.9%,.,C=CCn1c(SCC(=O)N2CCN(c3ccccc3)CC2)nnc1-c1ccco1
-0.2%,6.3%,Cc1ccc(N(CC(=O)N(Cc2ccccc2)Cc2ccccc2)S(C)(=O)=O)cc1
7.3%,10.1%,Nc1c(C(=O)N2CCOCC2)sc(=S)n1-c1ccccc1
3.5%,.,Cc1c(NCc2cc(Cl)cc(Cl)c2O)c(=O)n(-c2ccccc2)n1C
-3.2%,-3.2%,CN(C)CCNc1nc(-c2ccco2)c2c(c1C#N)CC(C)(C)OC2
0.9%,-3.3%,CCOc1ccc2ccccc2c1/C=C1/C(=O)NC(=O)N(C)C1=O

Filtered by structure: those above with a COOH group
Hsp70 displacement,Rat MKP-3 inhibitors,molecule
6.6%,-5.8%,CC(C)CCOc1ccc(C(=O)O)cc1
-3.3%,.,O=C(O)C1C2C=CC(C2)C1C(=O)NC(c1ccccc1)c1ccccc1 (configuration not stated)
-2.6%,.,COc1nc(Oc2ccc(C(=O)O)cc2)nc(Oc2ccc(C(=O)O)cc2)n1
-0.3%,4.2%,CSCCC(NC(=O)c1cc(CC(C)C)oc1C)C(=O)O (configuration not stated)

Going on with the list:
Hsp70 displacement,Rat MKP-3 inhibitors,molecule
1.2%,2.5%,COc1cc(NC(=O)c2nn3c(C(F)(F)F)cc(-c4ccccc4)nc3c2Br)c(OC)cc1Cl
-47.3%,-5.5%,O=C(Cn1cc(C(=O)COc2ccccc2)c2ccccc21)NCc1ccco1
8.8%,-6.3%,COc1ccc(/C(O)=C2/C(=O)C(=O)N(CCN(C)C)C2c2ccc(C)cc2)cc1Cl (configuration not stated)
.,1.6%,O=C(Nc1ccc2c(c1)OCO2)C1CCN(S(=O)(=O)c2cccs2)CC1
-0.5%,.,OCCNCCCCOc1ccc(F)cc1
10.5%,.,Cc1cc(C)nc(SCc2nc3nc(C)cc(C)n3c2Br)n1
-2.7%,-1.9%,CC(C)(C)NC(=O)C(Cc1ccccc1)NS(=O)(=O)c1ccc2c(c1)CCC(=O)N2 (configuration not stated)
-1.5%,-10.3%,N#CC1=C2SCN(Cc3ccco3)CN2C(=O)CC1c1c(F)cccc1Cl (configuration not stated)
-0.6%,-3.4%,CC(Oc1ccccc1)C(=O)Nc1ccncc1 (configuration not stated)
13.7%,-10.7%,CN(C)c1ccc(C2OC(=O)C3(CCCC3)C(=O)C2(C)C)cc1 (configuration not stated)
5.7%,4.4%,COC(=O)CCN1C(=O)/C(=C/c2ccc(Cl)cc2Cl)SC1=S
-3.7%,1.8%,Nc1nonc1-n1nnc(C(=O)N/N=C/c2ccc(O)cc2)c1-c1ccccc1
1.3%,-12.7%,O=C(O)c1cc(-c2ccccn2)n[nH]1
2.0%,0.3%,C=CCSc1nnc2sc3ccccc3n12
-4.8%,-0.3%,O=C(CSc1nnc(Cc2ccccc2)o1)N1CCCc2ccccc21
-3.1%,-5.1%,Cc1ccc(-n2c3c(cc(C(=O)NC4CCSC4=O)c2=O)C(=O)CC(C)(C)C3)cc1 (configuration not stated)
10.7%,-1.3%,CCOC(=O)c1[nH]c2ccc(Br)cc2c1NC(=O)CCN1CCCCC1
.,9.4%,O=C(NCc1cccnc1)C1CCN(S(=O)(=O)c2cccnc2)CC1
2.0%,0.4%,Cc1cccc(C(=O)Oc2ccc(/C=C3/N=C(c4ccccc4)OC3=O)cc2)c1
4.5%,-2.5%,Cc1ccc(C2c3c(oc4cc(C)c(C)cc4c3=O)C(=O)N2CCCN2CCOCC2)cc1 (configuration not stated)
-1.3%,.,COC(=O)[C@H](Cc1ccccc1)NC(=O)NCc1cccs1
-1.8%,1.0%,CCN(CC)c1ccc(/C=N/n2c(C)nnc2C)cc1
-0.8%,-0.8%,Cc1ccc(S(=O)(=O)N(C)c2ccc(Br)cc2C(=O)c2ccccc2)cc1
-1.0%,0.9%,CC1=C(C(=O)OC2CCCC2)C(c2cc3c(cc2[N+](=O)[O-])OCO3)NC(=O)N1C (configuration not stated)
1.5%,-8.6%,Cc1ccccc1C1CC(=O)NC2=C1C(=O)CCC2 (configuration not stated)
-0.2%,-4.9%,O=c1c2ccccc2nnn1CSc1nnc(COc2ccc(Cl)cc2)n1Cc1ccco1
-2.0%,1.6%,Cc1cc(OCC(=O)Nc2cccc(Cl)c2C)ccc1Cl
7.8%&7.7%,-6.8%&2.2%,CCOC(=O)C1(C(=O)OCC)C(c2ccccc2)CC(O)N1C(C)=O (configuration not stated)
-1.6%,.,CC(C)(C)c1ccc(C(=O)NC(Cc2ccccc2)C(=O)O)cc1 (configuration not stated)

Laid out differently: entries from further up
CCOC(=O)C1(C(=O)OCC)C(c2ccccc2)CC(O)N1C(C)=O (configuration not stated)
  Hsp70 displacement = 7.8%&7.7% | Rat MKP-3 inhibitors = -6.8%&2.2%

CC(C)(C)c1ccc(C(=O)NC(Cc2ccccc2)C(=O)O)cc1 (configuration not stated)
  Hsp70 displacement = -1.6% | Rat MKP-3 inhibitors = .

Cc1ccccc1C1CC(=O)NC2=C1C(=O)CCC2 (configuration not stated)
  Hsp70 displacement = 1.5% | Rat MKP-3 inhibitors = -8.6%

Cc1cc(OCC(=O)Nc2cccc(Cl)c2C)ccc1Cl
  Hsp70 displacement = -2.0% | Rat MKP-3 inhibitors = 1.6%

From PubChem BioAssay

An excerpt; count on the stated rates, not on these rows.
